Assay outcomes deposited in PubChem by Sanford-Burnham Center for Chemical Genomics.
beta cell repl – inducers of beta-cell replication in MIN6 cells | MIN6 cells proliferation, ATPlite luminescence, 48 h; cells starved in 0.2% serum; 100% = growth in 10% serum | proliferation, % at 10 µM | 330,000 tested, 0.29% active;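 active = compounds whose signal lies at least 3.5 SD above the mean of all wells on their plate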;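 also: 0% = DMSO-treated cells in low-serum medium and 100% = 10% serum control; some compounds called inactive have numbers as strong as hits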
A3A deaminase – blocks human APOBEC3A ssDNA deamination | 330,000 tested, 0.41% active | recombinant A3A, FAM/TAMRA ssDNA deamination fluorescence | P31941 | inhibition, % at 20 µM;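 active = at least 40% inhibition at 20 µM here, with at most 30% in a related deaminase screen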;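 also: plate controls were A3A with DMSO for no effect and wells lacking A3A enzyme for full effect; some results filed as inactive read as strong as hits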
Target sequence (P31941 whole entry, looked up): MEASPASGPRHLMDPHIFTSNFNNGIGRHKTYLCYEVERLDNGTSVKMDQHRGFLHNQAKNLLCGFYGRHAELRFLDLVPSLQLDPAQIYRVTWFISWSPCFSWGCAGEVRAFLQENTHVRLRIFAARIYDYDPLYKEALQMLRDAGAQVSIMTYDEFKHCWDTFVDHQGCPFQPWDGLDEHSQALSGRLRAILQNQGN
tim10-1 inh – inhibits growth of tim10-1 mutant yeast. 330,000 tested, 2.2% active. S. cerevisiae tim10-1 ts strain growth, BacTiter-Glo, 24 h. AID 463190. inhibition, % at 20 µM;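 active = inhibition of at least 40%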;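 also: mutant grown at 25 °C; 0% = DMSO wells with yeast and 100% = wells holding no yeast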
A3G deaminase – inhibitors of human APOBEC3G DNA deaminase; 330,000 tested, 0.28% active; inhibition, % at 20 µM; AID 493012; recombinant A3G, ssDNA deamination FAM/TAMRA fluorescence;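 active = inhibition of at least 40% at 20 µM, with no more than 30% in the related APOBEC3A deaminase screen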;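 also: plate controls were DMSO wells with A3G for no effect and wells lacking A3G enzyme for full effect; some compounds called inactive have numbers as strong as hits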
Target sequence (Q9HC16 whole entry, looked up): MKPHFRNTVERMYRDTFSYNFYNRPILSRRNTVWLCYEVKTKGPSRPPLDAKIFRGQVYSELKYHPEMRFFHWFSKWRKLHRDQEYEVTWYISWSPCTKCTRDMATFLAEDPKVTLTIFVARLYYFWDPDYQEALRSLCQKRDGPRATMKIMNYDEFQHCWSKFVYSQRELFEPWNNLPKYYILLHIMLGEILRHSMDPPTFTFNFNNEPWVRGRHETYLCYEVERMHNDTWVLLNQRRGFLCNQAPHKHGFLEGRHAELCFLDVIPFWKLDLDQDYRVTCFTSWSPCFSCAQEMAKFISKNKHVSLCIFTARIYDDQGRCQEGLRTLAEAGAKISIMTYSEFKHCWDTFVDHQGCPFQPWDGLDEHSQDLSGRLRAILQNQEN
mIAP block – mouse IAP inhibition; purified mouse IAP, CDP-Star luminescence, 30 min; inhibition, % at 10 µM; 330,000 tested, 0.2% active;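 active = inhibition of at least 40% at 10 µM in the primary screen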;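 also: plate controls were DMSO with enzyme for no effect and no enzyme wells for full effect; values of inactives mirror those of a sister screen read the other way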
NLRP3 yeast inh – inhibitors of NALP3 inflammasome in yeast; Yeast reconstituted NLRP3/ASC/caspase-1, beta-gal luminescence, 24 h; inhibition, % at 10 µM; 330,000 tested, 0.39% active;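 active = inhibition of 50% or more; inactive = inhibition below 50%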;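 also: plate controls were induced DMSO wells for no effect and uninduced yeast grown without galactose for full effect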
TIM10 inh – TIM10 yeast growth inhibition; S. cerevisiae TIM10 strain growth, BacTiter-Glo luminescence, 24 h; inhibition, % at 10 µM; 330,000 tested, 1.4% active; AID 463195;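 active = inhibition of 40% or more at the single tested concentration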;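 also: wild-type TIM10 isogenic control strain grown at permissive 25 °C; 0% = DMSO yeast wells and 100% = minimal medium wells without yeast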
hIAP inh – human IAP inhibition; purified IAP, CDP-Star luminescence, 30 min; inhibition, % at 10 µM; 330,000 tested, 0.12% active;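 active = inhibition reaching a set limit with compound at 10 µM in the primary screen, cut at about 35% in these data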;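 also: plate controls were DMSO wells with enzyme for no effect and no-enzyme buffer wells for full effect; values of inactives mirror those of a sister screen read the other way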
Target sequence (P09923 whole entry, looked up): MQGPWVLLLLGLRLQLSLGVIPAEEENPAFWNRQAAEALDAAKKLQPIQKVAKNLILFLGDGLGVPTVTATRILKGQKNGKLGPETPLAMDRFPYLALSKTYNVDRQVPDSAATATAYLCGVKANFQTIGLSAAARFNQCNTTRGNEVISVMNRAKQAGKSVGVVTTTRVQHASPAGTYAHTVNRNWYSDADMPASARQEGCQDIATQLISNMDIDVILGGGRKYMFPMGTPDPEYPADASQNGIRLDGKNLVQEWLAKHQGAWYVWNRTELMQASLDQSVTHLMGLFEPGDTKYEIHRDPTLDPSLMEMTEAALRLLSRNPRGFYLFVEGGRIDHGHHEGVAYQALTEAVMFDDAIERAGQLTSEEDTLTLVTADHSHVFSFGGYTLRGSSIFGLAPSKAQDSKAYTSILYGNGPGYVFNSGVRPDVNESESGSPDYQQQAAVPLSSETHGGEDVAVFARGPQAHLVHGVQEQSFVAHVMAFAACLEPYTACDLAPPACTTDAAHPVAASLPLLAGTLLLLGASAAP
mIAP activ – increases mouse intestinal alkaline phosphatase activity. muIAP, CDP-Star luminescence, 30 min; hits give high values; 1 = vehicle-only enzyme signal, 0 = enzyme-free wells. activation factor at 10 µM. 330,000 tested, 0.24% active;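 active = activation factor of at least 2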; also: the source names both 10 and 20 µM as test concentration; values of inactives mirror those of a sister screen read the other way
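also added = chemiluminescent substrate CDP-Star | test system = mouse IAP enzyme | signal = chemiluminescence readout | compound = DMSO-dissolved test compounds | incubation = 30 min at room temperature | benchmarks = DMSO wells, no-enzyme wells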
Starred values were filed as active, the others as inactive.

structure	tim10-1 inh	TIM10 inh	mIAP block	hIAP inh	NLRP3 yeast inh	beta cell repl	A3G deaminase	A3A deaminase	mIAP activ
O=C(CCc1nc2ccccc2c(=O)[nH]1)N1CCN(S(=O)(=O)c2cccc(F)c2)CC1	5	11	6	10	9	-2	-1	2	0.94
O=C(NCc1cccs1)c1noc2c1CCCC2	5	8	11	-11	21	-3	-3	2	0.89
COCCn1ccc2c(OCC(=O)Nc3cc(OC)ccc3OC)cccc2c1=O	32	19	5	10	28	2	1	-3	0.95
Cc1ccc(NC(=O)COC(=O)c2ccc(S(=O)(=O)N3CCCC3)cc2)cc1	2	-12	4	-8	20	-3	-3	1	0.95
COC(=O)CSc1nnc(CNc2ccc(Cl)cc2)n1-c1ccccc1	-22	14	2	1	8	-4	-4	-5	0.97
Nc1cnccc1Oc1cccc(C(F)(F)F)c1	15	18	-3	-8	-8	-1	2	2	1
CC(C)(C)[C@H]1COC(=O)CC/C=C\C[C@H](CC(=O)N(CCO)Cc2ccccc2)C(=O)N1	-6	4	-14	2	-3	-1	-4	2	1.1
Cc1noc(C)c1NC(=O)N(C)C[C@H]1Oc2ccc(NC(=O)C3CC3)cc2C(=O)N([C@H](C)CO)C[C@@H]1C	3	-1	-5	-4	18	-1	13	0	1.1
CCCCC1=CC2=CC(=O)C(C)(OC(=O)CCC(=O)OC)C(=O)C2=CO1 (stereo not given)	13	8	0	-3	7	-5	-9	3	1
Cc1ccccc1-c1nc(SCc2ccccn2)c2c(=O)n(C)c(=O)n(C)c2n1	-6	-18	3	6	12	1	-3	3	0.97
COc1ccc(NC(=O)C2=Cc3ccccc3OC2)cc1	-18	2	6	7	16	-1	-3	-2	0.94
COc1ccc(NC(=O)/C=C/c2ccc(S(=O)(=O)N3CCOCC3)cc2)cc1	2	0	1	2	21	-3	-4	3	0.99

Other compounds:
structure	tim10-1 inh	TIM10 inh	mIAP block	hIAP inh	NLRP3 yeast inh	beta cell repl	A3G deaminase	A3A deaminase	mIAP activ
Cc1ccc(S(=O)(=O)/N=C(/Nc2nc(C)cs2)c2ccccc2)cc1	5	14	-10	6	4	-3	-5	-1	1.1
Cc1ccc(C)c2nc(SCC(=O)N3CCCc4ccccc43)c(C#N)cc12	11	18	11	6	1	-2	-5	-2	0.89
CCCCN(CCCC)C(=O)CN(C)S(=O)(=O)c1ccc2c(c1)n(C)c(=O)c(=O)n2C	9	7	1	11	-6	-3	-7	-1	0.99
Cc1ccc(C)c(C(=O)COC(=O)c2nn(C)c(=O)c3ccccc23)c1	23	13	3	3	2	-1	-5	0	0.97
O=C(N/N=C1\CC2CC=CC12)c1ccc(O)cc1 (stereo not given)	-4	3	-3	-5	11	0	-6	-2	1
[N-]=[N+]=NC(c1ccccc1)c1nc2ccccc2[nH]c1=O (stereo not given)	-1	5	-2	-6	-27	-1	-5	-1	1
CCSc1ncc(/C=N/Nc2ccccc2)n1C	-4	-24	6	-25	35	-2	-5	-1	0.94
COC(=O)C1=C(N)OC2=C(C(=O)CCC2)C1c1ccccc1OC (stereo not given)	-77	-41	-13	-8	-12	0	-2	-6	1.1
C=CCN(CC=C)C(=S)Nc1ccc(OC)c(OC)c1	1	-11	-10	-8	0	-2	-7	-4	1.1
COc1ccc(C(=O)CC(=O)C(=O)Nc2ccc(C)c(C)c2)cc1	17	-7	-6	-6	17	-1	-8	-3	1.1
CC(=O)O/N=C1\C(=O)N(Cc2ccc(C)cc2)c2ccccc21	22	29	6	19	26	0	-8	-5	0.94
COCc1c(C(=O)OCc2nc(N)nc(Nc3ccccc3C)n2)oc2ccccc12	35	4	1	14	7	0	-2	-2	0.99

Following part
structure	tim10-1 inh	TIM10 inh	mIAP block	hIAP inh	NLRP3 yeast inh	beta cell repl	A3G deaminase	A3A deaminase	mIAP activ
C/C(=N/NC(=O)C(O)(c1ccccc1)c1ccccc1)c1ccc([N+](=O)[O-])o1	35	7	15	9	19	-5	-2	9	0.85
O=C(CNC(=O)c1cccs1)c1ccc(F)cc1	1	7	-12	10	11	-3	-5	-2	1.1
CC(C(=O)NC1CCCC1)N(Cc1ccc2c(c1)OCO2)C(=O)c1snc(C(N)=O)c1N (stereo not given)	-8	4	0	-23	-9	2	-2	2	1
O=C(c1ccc2[nH]c3c(c2c1)CCCC3)N1CCN(c2ccc(F)cc2)CC1	41*	42*	-23	2	8	-2	-4	-7	1.2
O=C(COc1ccccc1F)NC1CC1	-9	-1	-6	1	-5	-3	-4	-6	1.1
C=CCSc1nnc(-c2ccc(Cl)cc2Cl)o1	20	-3	4	17	32	0	-7	-1	0.96
COC(=O)[C@H](C)NC(=O)COc1ccccc1	16	1	-7	4	2	-2	-3	0	1.1
CCc1nnc(NC(=O)C2=CCN(S(=O)(=O)c3ccccc3)CC2)s1	14	5	1	6	3	-3	-7	1	0.99
Cc1cc(C)n(-c2nnc(NCc3ccc(Cl)cc3)nn2)n1	28	24	8	17	39	-4	-3	-1	0.92
Cc1cc(F)ccc1NC(=O)CCCN(C)S(=O)(=O)c1ccc(F)cc1	3	-19	1	3	8	-1	-9	1	0.99
Cc1[nH]c2ccccc2c1C(=O)COC(=O)c1c(-c2ccccc2Cl)noc1C	17	34	3	8	12	-3	-7	-2	0.97
O=C(NCC1COc2ccccc2O1)C1C2C=CC3(CN(Cc4cccs4)C(=O)C13)O2 (stereo not given)	14	5	2	2	1	1	-3	-1	0.98

The results go on.
structure	tim10-1 inh	TIM10 inh	mIAP block	hIAP inh	NLRP3 yeast inh	beta cell repl	A3G deaminase	A3A deaminase	mIAP activ
CN1CCN(c2nc3c(c(=O)n(C)c(=O)n3C)n2Cc2ccc(F)cc2)CC1	7	12	5	16	16	2	-8	-9	0.95
CCN(CC)CCN1C(=O)C(=O)/C(=C(/O)c2ccc(S(=O)(=O)N3CCOCC3)cc2)C1c1ccccc1 (stereo not given)	-2	-3	-8	7	1	-1	-14	-2	1.1
COc1cc(S(=O)(=O)N2CCOCC2)cc(C(=O)OCC(=O)NCc2ccco2)c1OC	-9	8	6	9	1	4	-5	-4	0.94
CNC(=S)Nc1cccc(Cl)c1C	0	7	6	16	-5	1	-7	-3	0.94
Cc1ccc(-n2c(N)c(C(=O)NCc3ccco3)sc2=S)cc1	33	-1	6	-9	-15	-2	-4	-1	0.94
COc1cccc(/C=N/NC(=O)CN(CCc2ccccc2)S(=O)(=O)c2ccc(NC(C)=O)cc2)c1	3	8	-3	7	12	0	-1	1	1
COc1ccc(NS(=O)(=O)c2cc(NC(=O)COc3ccccc3)ccc2N2CCOCC2)cc1	14	0	-6	1	5	-4	-4	0	1.1
O=C(/C=C/c1ccccn1)c1cc(Cl)cc(Cl)c1O	37	61*	-3	13	3	-6	-1	3	1
COC(=O)NC(C)N1C(=O)C2C3C=CC(C3)C2C1=O (stereo not given)	-4	-15	-4	-10	16	-1	-2	2	1
COc1cc(OC)c(N(C)S(=O)(=O)c2cccc(C(=O)Nc3nccs3)c2)cc1Cl	-1	-10	16	-5	16	-7	-2	0	0.84
Cc1cccc(NC(=O)c2nc[nH]c2C(=O)Nc2ccccc2[N+](=O)[O-])c1	2	3	-4	-14	15	-6	8	4	1
COc1ccc2c(c1)c(C(=O)CN1CCCCC1)c(C)n2C	-16	-23	-1	12	11	0	5	3	1

(list continues)
structure	tim10-1 inh	TIM10 inh	mIAP block	hIAP inh	NLRP3 yeast inh	beta cell repl	A3G deaminase	A3A deaminase	mIAP activ
Cc1cc2nc(-c3ccc[nH]c3=O)n(Cc3ccc(F)cc3)c2cc1C	20	3	4	-42	21	-4	-4	-3	0.96
Cc1nn2c(-c3ccc(F)cc3)ccnc2c1Br	9	9	-5	3	11	-4	-7	-3	1.1
Cc1cc(C)n2nc(SCC(=O)NC(=O)NCc3ccco3)nc2n1	4	0	13	11	10	-2	-1	6	0.87
CCOC(=O)c1cc(-c2ccccc2)sc1NC(=O)CN1C(=O)NC(CC)(c2ccccc2)C1=O (stereo not given)	32	31	4	0	13	-5	-4	-2	0.96
COc1nccnc1NS(=O)(=O)c1ccc(NCc2ccccc2O)cc1	-2	3	7	4	27	1	-9	-5	0.93
CC1CCCCN1C(=O)CSc1nc2c(c(=O)n(C)c(=O)n2C)n1C (stereo not given)	-20	15	1	18	-4	2	-10	-6	0.99
O=C(CCN1CCOCC1)N1CCCC(Nc2cccc(F)c2)C1 (stereo not given)	-9	1	1	-3	4	-2	-6	-2	0.99
CCOC(=O)c1[nH]c(C)c(C(=O)NCc2ccc(OC)cc2)c1C	8	5	11	16	10	2	-4	-6	0.89
CCn1c(SCC(=O)NCCc2ccc(OC)c(OC)c2)nc2c1c(=O)n(C)c(=O)n2C	11	13	4	-2	2	0	1	2	0.96
O=S(=O)(N/N=C/c1c(F)cccc1Cl)c1ccccc1	34	3	2	-6	5	0	-4	0	0.98
O=C(NNS(=O)(=O)c1ccccc1F)c1ccccc1-n1cccc1	13	4	-7	-1	2	-1	5	3	1.1
O=C(c1ccc(-n2cccc2)cc1)N1CCCCC1	17	16	2	-18	1	-2	-1	0	0.98

Continued:
structure	tim10-1 inh	TIM10 inh	mIAP block	hIAP inh	NLRP3 yeast inh	beta cell repl	A3G deaminase	A3A deaminase	mIAP activ
Cc1ccc(S(=O)(=O)CCC(=O)OCC(=O)N(C)CC(=O)Nc2ccc(F)cc2)cc1	5	-3	8	-8	0	-1	-8	-4	0.92
Brc1cc2c(cc1Cn1c(-c3cncs3)nc3ccccc31)OCO2	0	4	1	2	-8	0	-4	-1	0.99
O=C(Cn1nc([N+](=O)[O-])nc1Br)NC(c1ccccc1)c1ccccc1	-1	1	-1	18	7	0	-6	0	1
O=[N+]([O-])c1cccc(N/N=C/c2cccc3ccccc23)c1	26	5	6	13	24	0	-2	0	0.94
O=C(Nc1ccncc1)c1cccc(S(=O)(=O)N2CCc3ccccc32)c1	23	8	-2	-13	20	-7	-3	0	1
Cc1cccc(C)c1NC(=O)CNC(=O)c1cccc(S(=O)(=O)NCc2cccs2)c1	15	3	-1	-13	-7	-4	-4	-1	1
CCCCOC(=O)CCNc1n[nH]c(=O)[nH]c1=O	4	-1	-2	0	-3	-1	-2	2	1
O=C(C1CCC1)N1CCCc2cc(S(=O)(=O)N3CCN(c4ccccc4)CC3)ccc21	46*	13	-9	-14	2	-1	-1	-1	1.1
COc1ccc(Cn2c(O)c(C=Nc3ccc(C)cc3)c3ccccc3c2=O)cc1	4	6	2	7	2	-2	-2	1	0.98
O=C(NCCCn1ccnc1)c1ccc(COc2ccccc2)o1	6	-4	-10	-7	8	1	-1	4	1.1
CC(Oc1cccc(Cl)c1)C(=O)N1CCN(c2ncccn2)CC1 (stereo not given)	29	1	0	2	19	-5	-2	1	1
Cc1ccc(CNC(=O)CCNS(=O)(=O)c2ccc(C)cc2)cc1	7	-15	-10	-12	9	-2	-1	0	1.1

(list continues)
structure	tim10-1 inh	TIM10 inh	mIAP block	hIAP inh	NLRP3 yeast inh	beta cell repl	A3G deaminase	A3A deaminase	mIAP activ
CC(C)c1ccc(NC(=O)CCC(=O)NCc2ccco2)cc1	19	-2	-3	-21	-6	-1	-8	-5	1
CCNC(=S)N/N=C/c1c(Cl)cccc1Cl	41*	21	2	-19	-8	1	-2	-3	0.98
CCC1CN(C(=O)N2CCC(C(=O)NCCc3ccccc3OC)CC2)c2ccccc2O1 (stereo not given)	14	10	-3	-10	8	2	-2	-2	1
O=C(COc1ccccc1)Nc1ccc(N2CCN(C(=O)c3cccs3)CC2)cc1	-1	30	0	9	20	-2	-3	3	1
COc1ccc(NC(=O)CN(C)CC(=O)Nc2ccc(Cl)c(S(=O)(=O)N(C)C)c2)cc1	-2	-5	-5	-8	-3	-1	-4	8	1
CCCN1CCN(CC(=O)Nc2nncs2)CC1	-7	-9	12	10	13	-1	-4	-4	0.88

Rows were taken by chance. Share with any hit: about 4.6%.
